bIAP inhibitor = blocks bovine intestinal alkaline phosphatase activity; purified bovine IAP, CDP-star luminescence, 30 min; inhibition, % at 20 µM; 190,000 tested, under 10 active;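 active = over 50% inhibition of intestinal alkaline phosphatase at 20 µM in the single-dose screen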
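System: Purified bovine intestinal alkaline phosphatase (IAP) enzyme | Input: IAP diluted 1/65,000,000 in the well | Also added: CDP-star chemiluminescent phosphatase substrate, 30 µM final | Dosing: 20 µM single dose | Times: Enzyme reaction for 30 min at room temperature | Detection: Luminescence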
ROMK mod = modulators of human ROMK potassium channel; Tet-inducible ROMK, thallium flux fluorescence; actives lie on both sides; B-score at 10 µM; 130,000 tested, 2% active; AID 1918;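 active = signal ratio slope over the read window, or its plate-corrected B-score, at least 3 SD from the plate mean, either direction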;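 also: B-score of the F/F0 ratio slope over 7 to 12 s after thallium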
Target sequence (P48048 whole entry, looked up): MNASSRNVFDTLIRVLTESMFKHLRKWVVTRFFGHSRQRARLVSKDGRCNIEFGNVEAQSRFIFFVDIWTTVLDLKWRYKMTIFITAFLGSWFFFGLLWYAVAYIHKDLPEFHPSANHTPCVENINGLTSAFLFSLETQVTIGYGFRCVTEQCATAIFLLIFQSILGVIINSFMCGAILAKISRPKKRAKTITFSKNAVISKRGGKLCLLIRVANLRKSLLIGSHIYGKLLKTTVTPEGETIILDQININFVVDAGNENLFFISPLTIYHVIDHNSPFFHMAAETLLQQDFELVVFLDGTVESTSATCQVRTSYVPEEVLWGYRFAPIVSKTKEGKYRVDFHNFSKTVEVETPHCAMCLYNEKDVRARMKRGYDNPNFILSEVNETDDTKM
TLR4 MyD88 comp = inhibitors of human TLR4-MyD88 binding; O00206+Q99836; HeLa CL3-4 TLR4/MyD88 BLA complementation, FRET ratio; inhibition, % at 8.4 µM; 200,000 tested, 0.18% active; AID 861; in the data active = inhibition above about 25%;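 also: 0% = vehicle and 100% = reference inhibitor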
TR-FRET SRC-2 ct = flags TR-FRET format artefacts in PPARgamma SRC-2 recruitment agonist screen; 200,000 tested, 0.4% active; TR-FRET artefact counter-screen; active compounds read high; TR-FRET ratio at 8 µM; in the data active = TR-FRET ratio above about 2000; also: inactives centre near 1500; reference of the scale not given here
bIAP act = intestinal alkaline phosphatase (bovine) activation | activation factor at 20 µM | 200,000 tested, 0.17% active | purified bovine IAP, CDP-star luminescence, 30 min; active compounds read high; fold of DMSO-control signal, blank-subtracted;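 active = activation factor of 2 or more at 20 µM, a signal rise over negative controls twice the positive control's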
PPARg SRC2 recr = PPARgamma-driven SRC-2 recruitment agonism; P37231; PPARgamma LBD-SRC-2 recruitment, biochemical; activation, % at 8 µM; 200,000 tested, 0.34% active; AID 1032; in the data active = activation above about 22%;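 also: 0% = vehicle and 100% = reference agonist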
PPARg SRC-1 ag = agonists of human PPARgamma SRC-1 coactivator recruitment; P37231; PPARgamma-SRC-1 coactivator recruitment biochemical assay; activation, % at 8 µM; 200,000 tested, 0.41% active; in the data active = activation above about 19%;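 also: 0% = DMSO and 100% = reference agonist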
L major viab = reduces viability of Leishmania major promastigotes; resazurin fluorescence viability; inhibition, % at 10 µM; 200,000 tested, 9% active; in the data active = inhibition above about 50%;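 also: promastigotes grown with compound for 44 hours at 28 °C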
S1P3 antagonist = antagonists of human S1P3 receptor; CHO S1P3 NFAT-BLA reporter, FRET fluorescence, antagonist mode; inhibition, % at 4.98 µM; 170,000 tested, 0.27% active;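 active = inhibition above the plate cutoff, the mean inhibition of test wells on that plate plus 3 SD, cut at about 28% in these data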;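 also: cells challenged with S1P at its EC80 of 0.8 µM; blue over green emission ratio from cleaved BLA substrate after 4 h stimulation; 0% = S1P-stimulated wells and 100% = unstimulated DMSO-only wells; some compounds past the cut are filed as inactive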
Target sequence (Q99500 whole entry, looked up): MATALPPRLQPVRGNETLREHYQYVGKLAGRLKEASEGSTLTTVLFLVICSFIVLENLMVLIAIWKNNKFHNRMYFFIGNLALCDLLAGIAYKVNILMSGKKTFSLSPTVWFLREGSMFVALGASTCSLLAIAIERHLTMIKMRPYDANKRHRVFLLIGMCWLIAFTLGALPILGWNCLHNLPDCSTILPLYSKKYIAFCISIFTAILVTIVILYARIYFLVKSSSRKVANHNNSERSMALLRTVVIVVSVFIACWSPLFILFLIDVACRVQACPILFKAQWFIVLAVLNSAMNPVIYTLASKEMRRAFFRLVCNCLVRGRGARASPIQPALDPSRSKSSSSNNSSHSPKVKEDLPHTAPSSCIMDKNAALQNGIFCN
Redox H2O2 prof = compounds producing H2O2 with reducing agent – biochemical, NIH compound library profiling, artefact control for MLSCN library redox annotation, primary screen. DTT-dependent redox cycling H2O2, phenol red/HRP absorbance; 100% = 100 µM peroxide control, 0% = buffer. activation, % at 10 µM. 200,000 tested, 0.03% active. AID 878;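 active = activation of at least 50% relative to the plate's high and low controls in the primary single-dose screen; inactive = activation below 50%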;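 also: compound incubated with DTT at 0.8 mM final as the reducing agent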
PPARg SRC-3 ag = agonists of human PPARgamma SRC-3 coactivator recruitment; P37231; biochemical PPARgamma/SRC-3 coactivator recruitment assay; activation, % at 8 µM; 200,000 tested, 0.26% active; in the data active = activation above about 23%;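 also: 0% = DMSO and 100% = reference agonist; some compounds past the cut are filed as inactive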
The depositor's hits bear a star; x = not tested or not shown.

SMILES	bIAP inhibitor	ROMK mod	TLR4 MyD88 comp	TR-FRET SRC-2 ct	bIAP act	PPARg SRC2 recr	PPARg SRC-1 ag	L major viab	S1P3 antagonist	Redox H2O2 prof	PPARg SRC-3 ag
Cc1ccccc1OCC(=O)N/N=C/c1ccncc1	8	-0.2	4	1730	0.9	5	1	-6	-8	-0.1	3
O=C(Nc1ccc(-c2ccc3nncn3n2)cc1)c1ccc(Br)o1	4	0.13	8	1693	1	10	7	-6	-8	0.3	4
CCN(CC)S(=O)(=O)c1cccc(C(=O)OCC(=O)Nc2ccccc2OC(F)F)c1	12	-0.67	-17	1619	0.9	7	1	-6	x	0.3	-5
Fc1ccccc1Cn1nnc2c(NCc3ccccn3)ncnc21	-2	x	13	1731	1	11	12	-9	16	-2.2	0
NC(=O)/C(=C\c1ccccc1)NC(=O)/C=C/c1ccccc1	10	-0.29	-10	1671	0.9	6	10	-8	6	-0.2	6
CC1=C(C(=O)Nc2cccc(C)c2C)C(c2cccs2)NC(=S)N1 (stereo not given)	12	x	10	1447	0.9	1	0	7	-4	0.3	-1
COc1ccccc1-n1c(SCC(=O)Nc2nnc(C)s2)nc2c(c1=O)SCC2	-1	0.021	10	1294	1	3	-1	0	x	0.2	-4
COc1cc(OC)cc(C(=O)OCC(=O)Nc2ccc(N3CCCCC3)cc2)c1	4	1.3	-12	1690	1	-3	2	-3	x	-0.8	-3
CC(=O)Nc1ccc(S(=O)(=O)NNC(=O)COc2cccc(C)c2)cc1	8	-0.17	9	1422	0.9	2	-4	-4	x	-4.4	-10
C=CCSc1cc(C)nc2c(-c3ccc(Cl)cc3)c(C)nn12	6	-0.26	-3	1633	0.9	2	7	-2	x	0.0	6
CN(C)c1ccc(C2SCCN2C(=O)c2ccc([N+](=O)[O-])cc2)cc1 (stereo not given)	20	x	-10	1713	0.8	-2	8	-1	-1	0.3	2
O=c1[nH]ncn2cccc12	0	x	11	1711	1	12	14	-3	7	1.0	11
NC(=O)C1CCN(C(=O)CSCc2ccccc2Cl)CC1	7	-0.046	8	1536	0.9	4	12	-1	17	-0.1	-6
O=C(NCc1ccccc1)C1CCCN(c2nc3ccsc3c(=O)s2)C1 (stereo not given)	0	-1.3	-9	1462	1	-3	7	-6	3	0.1	0
COc1cc2c(OC)cccc2cc1C(=O)O	-8	x	2	1460	1.1	-16	-5	-4	-12	0.1	-6
COCCNC(=S)NNc1ccccc1[N+](=O)[O-]	5	x	16	1599	0.9	10	8	-12	2	-0.1	-3
COc1ccc(C(C#N)Nc2ccccc2)cc1 (stereo not given)	-1	-0.16	-5	1568	1	1	4	-1	x	4.0	2
CC1CN(c2ccc([N+](=O)[O-])nc2)CC(C)O1 (stereo not given)	5	0.085	-7	1632	0.9	-5	3	-5	-10	0.1	-3
COc1c(C)cc(Br)cc1C(=O)Nc1ccc(C)cc1[N+](=O)[O-]	10	x	12	1701	0.9	-2	1	-6	-8	1.0	0
CCO[C@H]1OC(C(N)=O)=C[C@@H](c2ccccc2)[C@@H]1CCCO	-16	x	-4	1555	1.2	1	6	-7	-13	-1.2	5
CCCCN(CCCC)C(=O)CCS(=O)(=O)c1ccc2c(c1)n(C)c(=O)c(=O)n2C	5	0.27	9	1560	1	3	4	-2	-8	-1.3	15
O=C(CCS(=O)(=O)Cc1ccc(Cl)cc1)NCCc1ccccc1	9	-0.4	8	1497	0.9	2	-3	0	4	0.0	-1
Cn1cc(C(=O)NC2CCCCC2)c(=O)c2cc(S(=O)(=O)N3CCCC3)ccc21	10	-0.76	6	1701	0.9	1	-5	33	-16	0.7	0
COc1ccc(CCn2c(N)c(C(=O)NCc3ccco3)c3nc4ccccc4nc32)cc1	9	0.69	3	1573	0.9	-4	4	24	-16	1.5	0
O=C(CCS(=O)(=O)c1ccc(Br)s1)NCc1cccs1	13	-0.062	1	1517	0.9	6	0	-4	-4	0.0	-6

Reprinted at random: 4 records from the list, in no set order.
SMILES	bIAP inhibitor	ROMK mod	TLR4 MyD88 comp	TR-FRET SRC-2 ct	bIAP act	PPARg SRC2 recr	PPARg SRC-1 ag	L major viab	S1P3 antagonist	Redox H2O2 prof	PPARg SRC-3 ag
CC(=O)Nc1ccc(S(=O)(=O)NNC(=O)COc2cccc(C)c2)cc1	8	-0.17	9	1422	0.9	2	-4	-4	x	-4.4	-10
NC(=O)/C(=C\c1ccccc1)NC(=O)/C=C/c1ccccc1	10	-0.29	-10	1671	0.9	6	10	-8	6	-0.2	6
Fc1ccccc1Cn1nnc2c(NCc3ccccn3)ncnc21	-2	x	13	1731	1	11	12	-9	16	-2.2	0
COc1cc2c(OC)cccc2cc1C(=O)O	-8	x	2	1460	1.1	-16	-5	-4	-12	0.1	-6

Further structures
SMILES	bIAP inhibitor	ROMK mod	TLR4 MyD88 comp	TR-FRET SRC-2 ct	bIAP act	PPARg SRC2 recr	PPARg SRC-1 ag	L major viab	S1P3 antagonist	Redox H2O2 prof	PPARg SRC-3 ag
CN(C)CCCN1C(=O)C(O)=C(C(=O)c2cc3ccccc3o2)C1c1ccccc1 (stereo not given)	2	1.4	-3	3299*	1	73*	53*	-7	x	-0.5	90*
O=C(CCn1cccc1)NCc1ccc(Cl)cc1	4	-0.72	-5	1295	1	0	-5	-1	21	0.0	-4
CCCCC(=O)Nc1ccc(C(=O)Nc2ccc3c(c2)OCO3)cc1	30	-1.1	3	1619	0.7	8	-2	-6	25	21	2
O=C(Nc1cccc(Cl)c1)NC1CC2CCC(C1)N2Cc1cccs1 (stereo not given)	15	-0.11	-11	1439	0.8	-5	-1	9	3	-0.2	-1
CCOC(=O)C(C(=O)OCC)C1CCS(=O)(=O)C1 (stereo not given)	10	x	-1	1588	0.9	-10	-7	0	x	-0.3	-11
CC1CC(C)(C)CC2(C1)NC(=O)N(CC(=O)NCC(c1ccco1)N1CCCCC1)C2=O (stereo not given)	-3	x	10	1373	1	-5	-4	13	-15	1.2	-4
COc1ccccc1NC(=O)C1=C(C)NC(=O)NC1c1ccc(C)cc1 (stereo not given)	10	x	2	1539	0.9	1	-2	26	14	0.1	2
CCCNC(=O)c1c(N)n(-c2ccc(S(N)(=O)=O)cc2)c2nc3ccccc3nc12	-14	x	-19	1609	1.1	1	14	-5	x	0.7	6
Cn1nc(C(=O)NNC(=O)COc2ccccc2)c2ccccc2c1=O	3	x	1	1695	1	10	4	55*	-5	x	2
Cc1cc2nc(-c3ccc(SCc4ccccc4C#N)nc3)[nH]c2cc1C	23	x	4	2284*	0.8	59*	36*	14	x	0.2	46*
CC(C)C(C)NC(=O)CN1C(=O)NC2(CCCCCC2)C1=O (stereo not given)	-2	0.33	4	1694	1	7	10	-4	8	-0.5	2
Cc1nc(-c2cn[nH]c2)c2cc(C)oc2n1	-31	0.64	-8	1427	1.3	0	-11	62*	x	1.7	1
CC(=O)Oc1ccc(S(=O)(=O)c2ccc(OC(C)=O)cc2)cc1	19	0.85	-3	1489	0.8	-6	-4	-3	-12	0.1	-2
O=C(C1CC1)N1CCN=C1SCc1cccc(C(F)(F)F)c1	10	x	4	1517	0.9	0	5	2	18	2.4	1
COc1ccc(CCNC(=O)CSc2ccc(-c3cccs3)nn2)cc1	2	-0.35	-4	1711	1	4	4	22	-8	0.1	10
COc1ccccc1N(CC(=O)Nc1ccc(S(=O)(=O)N2CCCCC2)cc1)S(C)(=O)=O	11	-0.83	1	1706	0.9	0	3	3	x	-0.6	3
Cc1c(NC(=O)Nc2ccccc2Cl)c(=O)n(-c2ccccc2)n1C	-14	0.78	-7	1434	1.1	-5	6	-4	-1	-1.5	-5
Cc1ccc(S(=O)(=O)N(CC(=O)NN=C2CCN(C)CC2)c2ccc(C(C)C)cc2)cc1	-17	-0.29	0	1575	1.2	2	-2	22	1	-0.2	-2
CCNc1nc2c(c(=O)n(Cc3ccccc3)c(=O)n2C)n1Cc1ccccc1	-5	-0.38	-4	1427	1	-4	-3	-3	16	2.5	-9
COc1ccc(-c2csc(CCn3nc(C)cc3C)n2)cc1OC	-9	0.81	1	1539	1.1	1	0	21	-6	-0.7	3
Cc1occc1-c1nnc(SCC(=O)c2c(N)n(Cc3ccccc3)c(=O)n(C)c2=O)n1C	5	x	4	1364	1	7	-4	-6	7	1.8	4
Cc1ccc(OCC2Cn3c(nc4c3c(=O)n(C)c(=O)n4C)O2)cc1 (stereo not given)	7	0.86	4	1552	0.9	8	3	-3	-17	2.3	-6
Cc1ccc(NC(=O)COC(=O)c2cc(Cl)ccc2[N+](=O)[O-])cc1	-16	-0.6	-5	1485	1.2	0	0	-4	12	0.0	5
Cc1ccc(N2C(=O)C(CC(=O)Nc3cccc(F)c3)N(C3CC3)C2=O)cc1 (stereo not given)	3	-0.41	-1	1547	1	-6	-2	0	-6	-1.8	-2
O=C(Cn1c(=O)oc2ccccc21)N(Cc1ccccc1)C1CCS(=O)(=O)C1 (stereo not given)	10	x	10	1454	0.9	2	-4	1	-9	1.8	0
Next section
SMILES	bIAP inhibitor	ROMK mod	TLR4 MyD88 comp	TR-FRET SRC-2 ct	bIAP act	PPARg SRC2 recr	PPARg SRC-1 ag	L major viab	S1P3 antagonist	Redox H2O2 prof	PPARg SRC-3 ag
O=c1cnnc(N/N=C/C2CC=CCC2)[nH]1 (stereo not given)	5	-0.89	-13	1686	0.9	7	4	-7	-12	1.4	2
O=C(O)CC1S/C(=N/N=C/c2ccc([N+](=O)[O-])cc2)N(c2ccc(O)cc2)C1=O (stereo not given)	6	0.018	-14	1533	0.9	5	3	-8	-4	0.8	1
CNC(=O)c1snnc1-c1ccccc1	8	x	-1	1486	0.9	-4	1	-4	x	-1.3	-6
CC1(C)CC(=O)C2=C(C1)OC(c1ccc(O)cc1)C(C#N)=C2N (stereo not given)	1	x	-4	1523	1	-6	-8	-3	11	-0.1	-4
COc1cc(C(=O)NCc2nnc(SCC(=O)Nc3nccs3)o2)cc(OC)c1OC	-24	0.054	4	1485	1.2	2	0	26	-21	0.0	-2
COc1ccnc(Oc2ccc(Cl)cc2)c1C#N	-28	-1.7	-18	1677	1.3	-1	12	2	-10	-0.6	6
Cc1ccc(S(=O)(=O)Oc2ccc(/C=C3\N=C(c4cccc(C)c4)OC3=O)cc2)cc1	-4	0.037	-5	1510	1	12	-1	-6	x	-0.7	11
CCCCNC(=O)COC(=O)c1cc2c(C)nn(-c3ccccc3)c2s1	4	x	-15	1495	1	5	8	-10	20	-0.2	3
O=Cc1ccc(N2CCCC2)o1	-14	-0.28	-2	1578	1.1	2	1	3	-13	-0.3	5
O=C(c1cc(-c2cccs2)on1)N1CCN(C(c2ccccc2)c2ccccc2)CC1	4	-0.86	3	1414	1	2	1	3	x	0.2	1
Cc1nc(C)c(C(=O)N/N=C/c2cn(C)c3ccccc23)s1	-13	-2	-1	1612	1.1	4	2	3	x	-0.1	4
CC(C)NC(=O)CN1CCC(c2ccccc2)C(O)C1 (stereo not given)	10	0.18	1	1794	0.9	4	3	-2	-4	0.1	2
CCn1nc(C)cc1Nc1ccccc1	0	x	-3	1546	1	8	3	-3	x	4.6	7
COc1ccc(C2/C(=C(/O)c3ccccc3)C(=O)C(=O)N2CC(C)O)c(OC)c1 (stereo not given)	1	1.3	1	1626	1	1	7	1	-24	-0.5	9
CC(=O)Nc1ccc(NC(=O)COC(=O)CCc2nc3ccccc3s2)cc1	-22	0.18	0	1566	1.2	-3	1	-9	-14	0.1	6
